M4 antag: human M4 muscarinic receptor antagonists, primary screen, CHO cells, Fluo-8 calcium fluorescence | 360,000 tested, 0.73% active | inhibition, % at 3 µM | CHO-hM4 cells, ACh EC80 | Muscarinic acetylcholine receptor M4 (Homo sapiens), P08173;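 active = inhibition above its plate's cutoff, the mean inhibition of sample wells plus 3 SD, cut at about 27% in these data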;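 also: 0% = acetylcholine EC80 with DMSO and 100% = DMSO without agonist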
Target sequence (P08173 whole entry, looked up): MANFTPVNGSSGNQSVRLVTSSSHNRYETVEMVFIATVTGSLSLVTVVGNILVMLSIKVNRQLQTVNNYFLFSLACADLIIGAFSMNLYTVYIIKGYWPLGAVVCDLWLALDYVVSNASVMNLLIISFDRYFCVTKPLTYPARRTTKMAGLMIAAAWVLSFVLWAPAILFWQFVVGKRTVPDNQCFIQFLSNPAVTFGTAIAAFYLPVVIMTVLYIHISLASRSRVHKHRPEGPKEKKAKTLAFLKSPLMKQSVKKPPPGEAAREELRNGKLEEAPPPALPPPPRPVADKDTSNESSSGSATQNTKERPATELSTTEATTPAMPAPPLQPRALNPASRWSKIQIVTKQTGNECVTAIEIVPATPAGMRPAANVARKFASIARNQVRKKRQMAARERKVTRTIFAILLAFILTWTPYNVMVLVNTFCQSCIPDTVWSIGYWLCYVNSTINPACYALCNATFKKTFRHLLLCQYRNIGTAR
CHRM5 antagonist: human M5 muscarinic receptor antagonists, primary screen, CHO cells, Fluo-8 calcium fluorescence | Muscarinic acetylcholine receptor M5 (Homo sapiens), P08912 | CHO-hM5 cells, ACh EC80 | inhibition, % at 3 µM | 360,000 tested, 0.59% active | AID 624040, 2012;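 active = inhibition above a per-plate cutoff, the mean of that plate's test compounds plus 3 SD, cut at about 27% in these data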;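 also: 0% = acetylcholine EC80 with DMSO and 100% = DMSO without agonist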
Target sequence (P08912 whole entry, looked up): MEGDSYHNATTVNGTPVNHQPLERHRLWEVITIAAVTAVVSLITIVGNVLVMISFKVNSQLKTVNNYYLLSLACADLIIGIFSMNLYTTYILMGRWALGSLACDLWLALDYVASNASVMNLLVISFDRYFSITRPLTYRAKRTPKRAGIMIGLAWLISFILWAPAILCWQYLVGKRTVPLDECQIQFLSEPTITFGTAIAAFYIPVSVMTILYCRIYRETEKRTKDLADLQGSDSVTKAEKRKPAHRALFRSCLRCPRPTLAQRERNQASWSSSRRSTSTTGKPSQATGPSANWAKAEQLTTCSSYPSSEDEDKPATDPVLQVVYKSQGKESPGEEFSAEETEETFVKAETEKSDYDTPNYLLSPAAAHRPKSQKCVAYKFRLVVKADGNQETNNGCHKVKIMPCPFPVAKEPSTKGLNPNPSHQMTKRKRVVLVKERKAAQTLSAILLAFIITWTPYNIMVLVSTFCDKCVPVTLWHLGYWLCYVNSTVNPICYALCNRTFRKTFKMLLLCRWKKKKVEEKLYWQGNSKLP
M5 ag: human M5 muscarinic receptor agonists, primary screen, CHO-K1 cells, Fluo-8 calcium fluorescence; Muscarinic acetylcholine receptor M5 (Homo sapiens), P08912; CHO-K1 hM5 cells; 0% DMSO wells, 100% maximal acetylcholine response; activation, % at 3 µM; 360,000 tested, 0.19% active;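 active = activation above the run's mean over test compounds plus 3 SD, cut at about 23% in these data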;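 also: signal is peak over basal fluorescence ratio across the kinetic read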
M4 PAM: human M4 muscarinic receptor positive allosteric modulators, primary screen, CHO-K1 cells, Fluo-8 calcium fluorescence; 360,000 tested, 0.4% active; Muscarinic acetylcholine receptor M4 (Homo sapiens), P08173; CHO-K1 hM4/Gqi5, ACh EC20; 0% = ACh EC20, 100% = maximal ACh; activation, % at 3 µM;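 active = activation above its plate's cutoff, the mean activation of sample wells plus 3 SD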; also: some results filed as inactive read as strong as hits
M4 ag: human M4 muscarinic receptor agonists, primary screen, CHO-K1 cells, Fluo-8 calcium fluorescence; CHO-K1 hM4/Gqi5; vehicle 0%, full acetylcholine response 100%; Muscarinic acetylcholine receptor M4 (Homo sapiens), P08173; 360,000 tested, 0.14% active; activation, % at 3 µM; AID 624127, 2012;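 active = activation above the run mean over all test wells plus 3 SD, cut at about 32% in these data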;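 also: peak over basal fluorescence ratio per well then scaled between controls; 0% = DMSO wells and 100% = acetylcholine at EC100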
CHO-K1 Ca PAM: nonselective calcium activators in parental CHO-K1 cells, primary screen, counter-screen for M1 PAM project, cell-based, Fluo-8 calcium fluorescence, full deck, 1536-well. ATP EC20; 0% at ATP EC20, 100% at ATP max. activation, % at 3 µM. 360,000 tested, 0.02% active. AID 602247, 2012;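 active = activation above the run cutoff, the mean activation of all test compounds plus 3 SD, cut at about 40% in these data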;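 also: peak over basal fluorescence ratio in a 140 s read after ATP addition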
CHO-K1 Ca ag: counter-screen for M1 agonists: effect in parental CHO-K1 cells; Fluo-8 calcium fluorescence; scaled to maximal ATP response, vehicle zero; activation, % at 3 µM; 360,000 tested, 0.48% active; in the data active = activation above about 15%;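 also: untransfected CHO-K1 host cells lacking M1 receptor as counterscreen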
CHRM5 PAM: human M5 muscarinic receptor positive allosteric modulators, primary screen, CHO-K1 cells, Fluo-8 calcium fluorescence; Muscarinic acetylcholine receptor M5 (Homo sapiens), P08912; CHO-K1 hM5, ACh EC20 PAM; 0% = ACh EC20, 100% = ACh EC100; activation, % at 3 µM; 360,000 tested, 0.3% active; AID 624038, 2012;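 active = activation above the run cutoff, the mean activation of all test compounds plus 3 SD, cut at about 18% in these data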
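Assay system: CHO-K1 hM5 cells / Incubation: Fluo-8 loading 80 min at 37 °C plus 30 min room temperature / Technique: Fluo-8 calcium dye fluorescence, kinetic read / Repeats: single replicate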
CHO-K1 Ca antag: M1 antagonist counterscreen hit in parental CHO-K1 cells; ATP-induced calcium, Fluo-8 fluorescence; inhibition, % at 3 µM; AID 602250; 360,000 tested, 0.6% active;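 active = inhibition above a per-plate cutoff, the plate's mean sample inhibition plus 3 SD, cut at about 24% in these data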;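 also: 0% = DMSO plus EC80 ATP and 100% = DMSO alone without ATP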
* marks the source's active call; other numbers are inactive results.

mol	M4 antag	CHRM5 antagonist	M5 ag	M4 PAM	M4 ag	CHO-K1 Ca PAM	CHO-K1 Ca ag	CHRM5 PAM	CHO-K1 Ca antag
COc1ccc(CCN2CC(C(=O)NCCc3ncccc3C)CCC2=O)cc1 (configuration not stated)	-15	7	0	2	1	-1	-0.1	-1	8
COc1cccc(NC(=O)CN(C)CC(=O)Nc2ccc(Br)cc2)c1	0	3	-4	0	2	16	1.4	2	-15
O=C(c1ccco1)N1CCN(C(c2ccccc2F)c2nnnn2Cc2cccs2)CC1 (configuration not stated)	-12	-8	-5	-12	10	13	3.9	-22	2
O=S(=O)(c1ccc(Br)cc1)n1c(Cc2ccccc2)nc2ccccc21	0	1	-1	-4	1	20	0.9	4	-9
COc1ccc(-n2c(-c3ccc(Cl)cc3)c[n+]3c2CCc2ccccc2-3)cc1	24	11	-10	-14	1	24	0.5	-4	-4
CCOC(=O)C1=NN(C(=O)c2ccccc2)C(O)(c2ccc(C)cc2)C1 (configuration not stated)	5	6	-2	-2	1	18	3.3	-9	-4
Cc1cccc(CCNC(=O)C2CCCN(S(=O)(=O)c3cnc[nH]3)C2)c1 (configuration not stated)	2	-3	0	-1	5	10	-0.1	-3	4
Cc1ccc(C(=O)N/N=C2/NC(=O)CC(C(=O)Nc3ccccc3)S2)cc1 (configuration not stated)	0	0	0	5	0	-11	0.9	1	11
O=C(Nc1ccccc1)c1cc2n(n1)C(C(F)(F)F)CC(C1CC1)N2 (configuration not stated)	7	-7	1	-2	1	17	1.8	-2	-8
COc1ccccc1S(=O)(=O)Nc1ccc2nc(C)sc2c1	9	14	2	1	3	-8	2.1	1	-5
COc1ccc(C(CC(=O)NCc2ccco2)c2ccc(F)cc2)cc1 (configuration not stated)	4	0	-4	9	1	11	0.8	-3	-10
Cc1ccc(/C=C/C(=O)Nn2cnnc2)cc1	-3	-4	-4	8	-1	21	-0.3	2	-11
CC/C(=N\NC(=O)c1ccc2c(c1)OCO2)c1ccccc1	-6	9	-3	3	2	-13	0.4	1	4
O=C(COc1cccc(C(F)(F)F)c1)Nc1cccc(S(=O)(=O)NC2=NCCCCC2)c1	-11	17	3	-6	26	-16	10	-28	-5
CCN1CCN(CCNC(=O)c2cn(C(C)c3ccccc3F)nn2)CC1 (configuration not stated)	-3	-1	-7	4	1	4	0.0	-6	-7
Cc1ccc(-c2noc(CN(C(=O)CCCN3C(=O)c4ccccc4C3=O)C(C)C)n2)cc1	-23	-5	2	1	10	-3	2.6	-1	5
O=S(=O)(NCCc1csc(-c2ccccc2)n1)c1ccc2c(c1)OCCO2	-8	12	0	-2	8	-1	1.3	-17	8
Cc1cc(C)nc(Nc2nc(=O)c3ccccc3s2)n1	8	1	3	3	0	13	0.6	0	-8
COc1cc(NS(=O)(=O)c2ccc(F)cc2)c(OC)cc1NC(C)=O	4	7	-2	3	1	3	0.1	-5	-11
COC(=O)c1ccc2c(=O)n(CCN3CCOCC3)c(SCC(=O)Nc3ccccc3Cl)nc2c1	-2	11	-3	-1	1	15	-0.2	0	-9
COc1ccccc1CC(=O)Nc1ccc(NC(=O)c2cccs2)cc1	-2	3	-2	-5	7	-9	3.1	-5	-1
CC1(Cc2cc(Cl)ccc2C(F)(F)F)C(=O)Nc2cc(F)ccc21 (configuration not stated)	5	-4	-3	-8	1	20	0.3	-5	-12
CC(O)(C#CCN1CCCC1)c1ccccc1 (configuration not stated)	4	18	-7	-1	0	20	7.6	-13	-10
NCCN1C(=O)c2ccccc2C1(O)c1ccc(Cl)cc1 (configuration not stated)	-1	7	0	-1	3	11	0.6	-3	-5
C#CCOc1ccccc1C(N)=O	-2	3	2	-7	0	-2	0.2	4	4
COCCOC(=O)C1=C(C)NC(C)=C(C(=O)OCCOC)C1/C=C/c1ccccc1OC	10	10	0	-9	7	-1	3.0	-11	-9
COc1cc(C(=O)N2CCNCC2)cc(OC)c1OC	1	3	-3	0	0	14	0.6	5	-8
CCCCN(C(=O)Cn1nnc2ccccc21)C(C(=O)NCCOC)c1ccc(OC)cc1 (configuration not stated)	-11	-7	-1	2	1	21	0.9	9	-11
Cn1c(C(=O)c2ccncc2)cc2ccccc21	-4	3	0	0	0	1	0.9	-2	-13
COc1ccc(-c2noc(CNS(=O)(=O)c3ccccc3)n2)cc1	0	1	-2	-6	5	-13	2.4	-3	0

Looked up above.
`Cn1c(C(=O)c2ccncc2)cc2ccccc21` in M4 ag → 0
`COCCOC(=O)C1=C(C)NC(C)=C(C(=O)OCCOC)C1/C=C/c1ccccc1OC` in M4 PAM → -9
`O=C(Nc1ccccc1)c1cc2n(n1)C(C(F)(F)F)CC(C1CC1)N2` (configuration not stated) in CHO-K1 Ca PAM → 17
`O=S(=O)(c1ccc(Br)cc1)n1c(Cc2ccccc2)nc2ccccc21` in M4 ag → 1

Additional structures follow.
mol	M4 antag	CHRM5 antagonist	M5 ag	M4 PAM	M4 ag	CHO-K1 Ca PAM	CHO-K1 Ca ag	CHRM5 PAM	CHO-K1 Ca antag
Cc1cccc(-n2nnnc2SCC(=O)NCC2(N3CCOCC3)CCCCC2)c1C	3	14	0	-2	19	6	5.1	-15	-10
O=C(NC1CCSc2ccccc21)c1cc(S(=O)(=O)N2CCOCC2)ccc1Cl (configuration not stated)	-18	-2	-3	2	7	-12	2.2	-3	2
Cc1cc2nnc(SCC(=O)N3CCN(c4ccccc4)CC3)n2c(N)n1	-16	-9	-8	10	1	13	-0.3	9	-4
COc1cc(/C=C/C(=O)O)cc(S(=O)(=O)Nc2ccccc2C(=O)NCCc2ccccc2)c1OC	7	-10	-1	2	1	-9	-0.1	4	2
COc1ccc(N(CC(=O)Nc2cccc(N(C)S(C)(=O)=O)c2)S(C)(=O)=O)cc1OC	5	3	2	2	1	6	0.5	2	-12
Cc1ccc(CNC(=O)C(=O)NCC2OCCN2S(=O)(=O)c2ccc(C)cc2)cc1 (configuration not stated)	-10	3	-1	10	2	8	1.9	0	-4
O=C1CC(C(=O)Nc2nccs2)C(c2ccccc2)O1 (configuration not stated)	-6	2	3	23	2	13	0.8	2	3
Cc1ccc(S(=O)(=O)N2CCOCC2)c(C)c1-n1cnnn1	5	7	-1	7	2	1	0.5	-5	-6
CCOC(=O)N1CCC2(CC1)CC(=O)c1c(ccc3oc(C(=O)O)c(C)c13)O2	-11	-3	3	-2	-1	8	0.3	-3	-7
CC(C)C1N(C(=O)CN2CCCC2)CCN1S(=O)(=O)c1ccccc1 (configuration not stated)	3	2	-1	0	0	2	0.9	-5	-3
CCc1nc2ccc(C(=O)NCCc3ccccc3OC)cc2nc1CC	-3	9	-8	8	2	-2	0.4	-3	-7
CCn1cc(SCC(=O)N2CCOCC2)c2ccccc21	-15	3	2	9	3	9	0.2	-2	-10
CCOC(=O)c1c(C)[nH]c(C)c1S(=O)(=O)NCCc1cccs1	-8	-4	-6	-7	1	12	0.4	2	-14
Oc1ccc(Nc2nc(-c3ccccc3F)nc3ccccc23)cc1	-15	8	-3	-5	15	1	4.2	-10	2
CCCN(CC(=O)Nc1cccc(Br)c1)CC(=O)Nc1ccc(F)c(F)c1F	15	8	-2	-8	2	-1	1.4	-6	5
COc1ccc(CCNC(=O)CSc2nn3c(=O)c(C)nnc3s2)cc1OC	-5	0	-5	17*	0	-1	0.2	0	-8
Cc1cc(NC(=O)CN2C(=O)c3ccccc3C2=O)no1	-3	11	5	-16	9	15	4.2	-13	-2
COc1ccccc1N(CC(=O)NCCc1ccccc1)C(=O)CCC(=O)Nc1nccs1	-1	3	3	-2	6	6	2.2	0	-11
COc1ccc(OC)c(NC(=O)C2CCCN(S(=O)(=O)c3c(C)nn(C)c3C)C2)c1 (configuration not stated)	-8	5	0	-2	2	16	0.5	-7	-21
Cc1cccc(CC2CC(=O)N(c3ccc(C)cc3Br)C2=O)c1 (configuration not stated)	10	14	-3	-7	4	-13	1.5	-2	9
Cc1ccc(C)c(NC(=O)c2cc(-c3ccccc3)nn2-c2ccccc2)c1	8	3	-5	-10	-1	12	0.1	-8	-7
CC(=O)c1n[nH]nc1Nc1nc(C)cc(C)n1	1	1	2	-2	0	5	0.1	-1	-27
CC1(C(=O)Nc2ccc3c(c2)OCCO3)CCN1C(=O)C/C=C/c1ccccc1 (configuration not stated)	-23	-7	-2	4	2	9	1.0	2	-2
COc1ccc(S(=O)(=O)N(C)C)cc1NC(=O)CSc1nnc(-c2cccnc2)o1	-7	6	3	3	0	2	0.6	2	-7
O=C(COC(=O)CCCCCN=C1NS(=O)(=O)c2ccccc21)Nc1ccc(Cl)c(Cl)c1	9	45*	-4	-9	13	14	7.1	-17	2
COc1ccc(C(C)=NNS(=O)(=O)c2ccc(C)cc2)cc1OC	1	2	-1	4	1	-6	-0.2	-3	-1
COc1ccc(NC(=O)Cc2nnc(SCC(=O)c3ccc(F)cc3)n2C)cc1	-6	-7	-3	4	1	1	0.3	-3	-6
COc1cc(OC)c2c(-c3ccccc3)cc(=O)oc2c1C(CC(=O)N1CCOCC1)c1ccc(N(C)C)cc1 (configuration not stated)	4	5	2	20	2	23	0.2	1	-12
O=C(Nc1nnc(-c2ccco2)o1)c1cccc(Cl)c1	-7	-5	3	0	0	7	-0.3	8	-13
Cc1ccn2cc(-c3ccc(Br)cc3)nc2c1	-5	5	-6	11	1	-12	0.1	3	0

Continued, overlapping the part above by 2 compounds.
mol	M4 antag	CHRM5 antagonist	M5 ag	M4 PAM	M4 ag	CHO-K1 Ca PAM	CHO-K1 Ca ag	CHRM5 PAM	CHO-K1 Ca antag
O=C(Nc1nnc(-c2ccco2)o1)c1cccc(Cl)c1	-7	-5	3	0	0	7	-0.3	8	-13
Cc1ccn2cc(-c3ccc(Br)cc3)nc2c1	-5	5	-6	11	1	-12	0.1	3	0
Cc1cccc(NC2(C(=O)O)CCCC2)c1	-21	6	-1	7	1	4	0.0	2	-10
c1ccc2c(c1)CCCc1cc(NCCN3CCOCC3)nnc1-2	34*	1	-1	-7	1	-6	0.6	-3	-8
CC(=O)NC(Cc1cc(C)ccc1C)C(=O)N1CCN(C(=O)c2ccc(Br)cc2)CC1 (configuration not stated)	-8	-10	2	6	1	17	0.7	6	3
COc1cc(CCC(=O)OCC(=O)N(CC(C)C)C2CCS(=O)(=O)C2)cc(OC)c1OC (configuration not stated)	2	0	-4	4	0	7	3.5	1	5
S=C(NC1CCCCC1)NN(c1ccccc1)c1ccccc1	9	0	-8	-6	-2	-5	-0.7	-9	6
Cc1ccc(C2=NCCn3c2c2ccccc2[n+]3[O-])cc1	-3	9	-2	-2	3	4	0.0	-4	1
CCNC(=O)NC(=O)C(C)OC(=O)c1oc2ccc(OC)cc2c1C (configuration not stated)	2	9	-4	-2	-1	1	0.3	-9	-12
